CCR6 antag = antagonists of human CCR6 receptor | CHO-K1 CCR6 PathHunter beta-arrestin, luminescence, CCL20-stimulated | inhibition, % at 20 µM | 340,000 tested, 0.49% active;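 active means compounds whose inhibition of the agonist-driven luminescence signal at 20 µM reaches about 50%, limit read from the data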;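 further: cells stimulated with CCL20 at 14 nM final; plate controls were DMSO with CCL20 for no effect and DMSO without agonist for full effect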
Target sequence (P51684 whole entry, looked up): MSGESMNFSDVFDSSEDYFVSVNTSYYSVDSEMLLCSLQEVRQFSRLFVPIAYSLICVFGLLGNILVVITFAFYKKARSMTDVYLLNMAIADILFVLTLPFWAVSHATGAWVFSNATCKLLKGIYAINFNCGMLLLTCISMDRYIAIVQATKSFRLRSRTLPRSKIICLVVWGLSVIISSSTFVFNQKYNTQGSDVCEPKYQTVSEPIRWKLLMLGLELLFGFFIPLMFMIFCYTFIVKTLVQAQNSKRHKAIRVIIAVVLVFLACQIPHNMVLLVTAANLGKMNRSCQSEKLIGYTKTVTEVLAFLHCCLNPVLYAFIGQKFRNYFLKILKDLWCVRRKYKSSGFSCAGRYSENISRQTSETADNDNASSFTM
CHOP UPR activ = activators of apoptotic arm of unfolded protein response (CHOP). CHO-CHOP luciferase reporter, UPR activation, luminescence; percent of tunicamycin response over DMSO baseline. activation, % at 10 µM. 330,000 tested, 0.34% active. AID 449763;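 active means at 10 µM dose, activation of 40% or more, normalized to positive control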;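 further: 100% = tunicamycin at 10 µg/mL and 0% = DMSO alone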
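Assay system: CHO-CHOP cells, stable luciferase reporter of PERK-eIF2a-CHOP signalling / Buffer or medium: F12 plus 10% serum / Compound dosing: one dose, 10 µM in 0.5% DMSO / Times: 6 h compound treatment, 37 °C / Technique: luciferase luminescence / Read-out: % reporter activation, DMSO baseline versus tunicamycin full activation / Benchmarks: tunicamycin and DMSO controls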
697 NFkB inh = lowers PMA/ionomycin-induced NF-kB signal in 697 B cells; 697 B-cell NF-kB luciferase reporter, 16 h; inhibition, % at 4 µM; 330,000 tested, 0.33% active; in the data active means inhibition above about 35%
Mdm2 MdmX PPI = human Mdm2/MdmX binding inhibition | O15151+Q00987 | SaOS-2 split-luciferase Mdm2/MdmX complementation, luminescence | inhibition, % at 8 µM | 330,000 tested, 3% active | AID 485346;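 active means inhibition of at least 50% at 8 µM in the primary screen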
Gli-Sufu block = antagonists of Gli-Sufu signaling; Sufu-KO-LIGHT fibroblasts, Gli luciferase reporter luminescence; inhibition, % at 5 µM; 340,000 tested, 0.74% active;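 active means inhibition above about 55%, limit read from the data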;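 further: 0% = DMSO-treated cells and 100% = wells with medium but no cells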
UPR XBP1 act = activators of adaptive arm of unfolded protein response (XBP1) | CHO-XBP1 luciferase reporter, IRE1-XBP1 UPR activation, luminescence; percent of tunicamycin response, DMSO as zero | activation, % at 20 µM | 330,000 tested, 0.33% active | AID 463104;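 active means versus positive control, 20 µM dose yields 30% or more activation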;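 further: 100% = tunicamycin at 10 µg/mL and 0% = DMSO only wells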
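Material: CHO-XBP1 cells stably carrying IRE1-XBP1-driven luciferase reporter | Medium: F12 with 10% serum | Compound dosing: 20 µM single concentration, DMSO 1% | Incubation: Overnight seeding at 37 °C, 6 h compound treatment at 37 °C | Detection: Steady-Glo luminescence read | Read-out basis: % activation of reporter signal versus tunicamycin and DMSO controls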
EBI2 antag = blocks human EBI2 receptor beta-arrestin signaling | P32249 | EBI2 beta-arrestin recruitment, luminescence, 7a,25-OHC stimulated | inhibition, % at 5 µM | 360,000 tested, 0.81% active | AID 651636; in the data active means inhibition above about 38%;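 further: enzyme fragment complementation signal reports receptor beta-arrestin coupling in cells; 0% = agonist plus DMSO wells and 100% = wells without agonist; some results beyond the cut were filed as inactive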
CXCR6 block = blocks human CXCR6 beta-arrestin recruitment; O00574; CHO-K1 PathHunter CXCR6 beta-arrestin, luminescence; inhibition, % at 20 µM; 360,000 tested, 0.36% active; in the data active means inhibition above about 34%, passing the limit was not always enough;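 further: antagonist mode with CXCL16 agonist at 10 nM final; 0% = 10 nM CXCL16 with DMSO and 100% = unstimulated wells without agonist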
Target sequence (O00574 whole entry, looked up): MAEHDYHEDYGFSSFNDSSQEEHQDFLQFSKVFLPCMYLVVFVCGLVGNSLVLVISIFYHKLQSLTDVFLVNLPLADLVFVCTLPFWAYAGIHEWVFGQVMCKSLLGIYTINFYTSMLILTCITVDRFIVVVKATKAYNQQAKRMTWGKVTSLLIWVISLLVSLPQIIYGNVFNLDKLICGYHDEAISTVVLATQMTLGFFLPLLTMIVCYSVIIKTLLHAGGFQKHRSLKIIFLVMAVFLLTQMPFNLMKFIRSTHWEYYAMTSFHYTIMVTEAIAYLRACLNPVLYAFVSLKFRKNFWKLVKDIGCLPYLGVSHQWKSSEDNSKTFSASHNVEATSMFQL
Jurkat NFkB inh = inhibitors of the PMA/ionomycin-induced NF-kB reporter in Jurkat cells | PMA/ionomycin-induced NF-kB luciferase reporter, luminescence | inhibition, % at 4 µM | 330,000 tested, 0.53% active | AID 435003; in the data active means inhibition above about 50%
The depositor's hits bear a star.

What do the screens show for `N=c1n(CCO)c2ccccc2n1CCOc1ccccc1`?
CCR6 antag: 0; CHOP UPR activ: -1.6; 697 NFkB inh: 5; Mdm2 MdmX PPI: 18; Gli-Sufu block: 9; UPR XBP1 act: -4; EBI2 antag: 0; CXCR6 block: -5; Jurkat NFkB inh: -2

How did Cn1c(SCC(=O)Nc2nccs2)nnc1-c1ccco1 do in these assays?
CCR6 antag: 1; CHOP UPR activ: -1.2; 697 NFkB inh: 9; Mdm2 MdmX PPI: -4; Gli-Sufu block: 2; UPR XBP1 act: 3; EBI2 antag: -10; CXCR6 block: 4; Jurkat NFkB inh: 11

What do the screens show for `O=C(Cc1cc(=O)[nH]c(=O)[nH]1)NCCN1CCOCC1`?
CCR6 antag: 1; CHOP UPR activ: -0.5; 697 NFkB inh: -5; Mdm2 MdmX PPI: -31; Gli-Sufu block: 0; UPR XBP1 act: -4; EBI2 antag: -6; CXCR6 block: 3; Jurkat NFkB inh: 2

How did COC(=O)Cc1[nH]nc2c1C(c1cccc(OC)c1OC)C(C#N)=C(N)O2 (configuration not stated) do in these assays?
CCR6 antag: 8; CHOP UPR activ: 1.2; 697 NFkB inh: -12; Mdm2 MdmX PPI: -15; Gli-Sufu block: -2; UPR XBP1 act: -1; EBI2 antag: -9; CXCR6 block: 0; Jurkat NFkB inh: -12

Results for CCN1CCN(C(c2ccccc2F)c2nnnn2Cc2ccc3c(c2)OCO3)CC1 (configuration not stated) ?
CCR6 antag: -10; CHOP UPR activ: 1.1; 697 NFkB inh: -17; Mdm2 MdmX PPI: -8; Gli-Sufu block: 10; UPR XBP1 act: 0; EBI2 antag: -7; CXCR6 block: -4; Jurkat NFkB inh: -21

How did COc1cc(/C=C(\C#N)C(=O)NCC2CCCO2)ccc1OCCC(C)C (configuration not stated) do in these assays?
CCR6 antag: 2; CHOP UPR activ: -0.2; 697 NFkB inh: 2; Mdm2 MdmX PPI: -4; Gli-Sufu block: -5; UPR XBP1 act: -2; EBI2 antag: 11; CXCR6 block: 10; Jurkat NFkB inh: 8

How did CCOC(=O)CSc1nnc(-c2cccc(Cl)c2)n1CC do in these assays?
CCR6 antag: -9; CHOP UPR activ: 0.5; 697 NFkB inh: 23; Mdm2 MdmX PPI: -1; Gli-Sufu block: 12; UPR XBP1 act: -1; EBI2 antag: -2; CXCR6 block: 4; Jurkat NFkB inh: 5

What do the screens show for `O=C1N[C@@H](Cc2ccccc2)C(=O)N2[C@H]3Nc4ccccc4[C@@]3([C@]34C[C@H]5C(=O)N[C@@H](Cc6ccccc6)C(=O)N5[C@H]3Nc3ccccc34)C[C@@H]12`?
CCR6 antag: 3; CHOP UPR activ: 2.2; 697 NFkB inh: 8; Mdm2 MdmX PPI: 53*; Gli-Sufu block: 5; UPR XBP1 act: -4; Jurkat NFkB inh: 20

What do the screens show for `CC1(C)CC(=O)C2=C(C1)OC(/N=C/N1CCOCC1)=C(C#N)C2c1ccccc1` (configuration not stated)?
CCR6 antag: -18; CHOP UPR activ: -2.7; 697 NFkB inh: 19; Mdm2 MdmX PPI: 24; Gli-Sufu block: -7; UPR XBP1 act: -4; EBI2 antag: -5; CXCR6 block: 1; Jurkat NFkB inh: 16

What do the screens show for `Cc1ccc(C2=NS(=O)(=O)N(C)C(C(=O)NCc3cccs3)=C2)cc1`?
CCR6 antag: 12; CHOP UPR activ: 1.1; 697 NFkB inh: 3; Mdm2 MdmX PPI: 9; Gli-Sufu block: -3; UPR XBP1 act: 0; EBI2 antag: -3; CXCR6 block: 1; Jurkat NFkB inh: 7

How did Cc1cccn2c(=O)c(/C=C(\C#N)S(=O)(=O)c3ccccc3)c(Oc3ccc(Cl)cc3)nc12 do in these assays?
CCR6 antag: 22; CHOP UPR activ: 4.5; 697 NFkB inh: -14; Mdm2 MdmX PPI: 15; Gli-Sufu block: 9; UPR XBP1 act: 2; EBI2 antag: 18; CXCR6 block: 20; Jurkat NFkB inh: 11

How did CC1(C)CC(n2c(=S)[nH]c3ccccc3c2=O)CCO1 (configuration not stated) do in these assays?
CCR6 antag: -7; CHOP UPR activ: -2.2; 697 NFkB inh: 3; Mdm2 MdmX PPI: 10; Gli-Sufu block: -13; UPR XBP1 act: -5; EBI2 antag: 2; CXCR6 block: -2; Jurkat NFkB inh: 12

Results for COc1ccccc1C(=O)Nc1ccccc1N1CCN(S(C)(=O)=O)CC1 ?
CCR6 antag: -18; CHOP UPR activ: 2.1; 697 NFkB inh: 15; Mdm2 MdmX PPI: 24; Gli-Sufu block: -7; UPR XBP1 act: -6; EBI2 antag: 5; CXCR6 block: 8; Jurkat NFkB inh: -5

Results for Cc1ccc(CNC(=O)CN(C)S(=O)(=O)c2ccc(F)cc2)cc1 ?
CCR6 antag: -10; CHOP UPR activ: -0.1; 697 NFkB inh: -9; Mdm2 MdmX PPI: 11; Gli-Sufu block: 0; UPR XBP1 act: 0; EBI2 antag: 7; CXCR6 block: 5; Jurkat NFkB inh: 3

How did Cc1ccc(S(=O)(=O)N2CCN(C(=O)c3cc(S(=O)(=O)N4CCOCC4)c(Cl)cc3Cl)CC2)cc1 do in these assays?
CCR6 antag: 10; Gli-Sufu block: 4; EBI2 antag: 2; CXCR6 block: 2

What do the screens show for `COc1cc(C(=S)N2CCOCC2)cc(OC)c1O`?
CCR6 antag: 1; CHOP UPR activ: 0.2; 697 NFkB inh: 26; Mdm2 MdmX PPI: 7; Gli-Sufu block: 3; UPR XBP1 act: -1; EBI2 antag: -6; CXCR6 block: 0; Jurkat NFkB inh: 6

How did Cc1ccc(NC(=O)C(C)Sc2nnc(-c3cccnc3)n2-c2ccccc2)cc1 (configuration not stated) do in these assays?
CCR6 antag: 10; CHOP UPR activ: -2.1; 697 NFkB inh: 20; Mdm2 MdmX PPI: 0; Gli-Sufu block: -5; UPR XBP1 act: -1; EBI2 antag: 9; CXCR6 block: 3; Jurkat NFkB inh: 16

What do the screens show for `COc1ccc(-c2csc(NC(=O)/C(N=Nc3ccccc3)=C(\C)O)n2)cc1`?
CHOP UPR activ: 0.0; 697 NFkB inh: -2; Mdm2 MdmX PPI: 9; UPR XBP1 act: -3; Jurkat NFkB inh: 0

How did O=C(O)C1C2C=CC(C2)C1C(=O)NCc1ccccn1 (configuration not stated) do in these assays?
CHOP UPR activ: 0.2; 697 NFkB inh: 14; Mdm2 MdmX PPI: 12; UPR XBP1 act: 0; Jurkat NFkB inh: 3

How did O=C(NCCn1ccc2ccccc21)c1ccc(S(=O)(=O)N2CCCCC2)cc1 do in these assays?
CCR6 antag: 13; CHOP UPR activ: 0.1; 697 NFkB inh: -7; Mdm2 MdmX PPI: -14; Gli-Sufu block: -27; UPR XBP1 act: -2; EBI2 antag: 11; CXCR6 block: -7; Jurkat NFkB inh: -3

Arranged by molecular weight (highest first): some entries from above
How did Cc1cccn2c(=O)c(/C=C(\C#N)S(=O)(=O)c3ccccc3)c(Oc3ccc(Cl)cc3)nc12 do in these assays?
CCR6 antag: 22; CHOP UPR activ: 4.5; 697 NFkB inh: -14; Mdm2 MdmX PPI: 15; Gli-Sufu block: 9; UPR XBP1 act: 2; EBI2 antag: 18; CXCR6 block: 20; Jurkat NFkB inh: 11

How did O=C(NCCn1ccc2ccccc21)c1ccc(S(=O)(=O)N2CCCCC2)cc1 do in these assays?
CCR6 antag: 13; CHOP UPR activ: 0.1; 697 NFkB inh: -7; Mdm2 MdmX PPI: -14; Gli-Sufu block: -27; UPR XBP1 act: -2; EBI2 antag: 11; CXCR6 block: -7; Jurkat NFkB inh: -3

Results for Cc1ccc(CNC(=O)CN(C)S(=O)(=O)c2ccc(F)cc2)cc1 ?
CCR6 antag: -10; CHOP UPR activ: -0.1; 697 NFkB inh: -9; Mdm2 MdmX PPI: 11; Gli-Sufu block: 0; UPR XBP1 act: 0; EBI2 antag: 7; CXCR6 block: 5; Jurkat NFkB inh: 3

What do the screens show for `COc1cc(C(=S)N2CCOCC2)cc(OC)c1O`?
CCR6 antag: 1; CHOP UPR activ: 0.2; 697 NFkB inh: 26; Mdm2 MdmX PPI: 7; Gli-Sufu block: 3; UPR XBP1 act: -1; EBI2 antag: -6; CXCR6 block: 0; Jurkat NFkB inh: 6

Going on with the list.
What do the screens show for `Cc1csc(CNC(=O)c2ccc(OC3CCN(CCc4ccccc4)CC3)cc2)n1`?
CCR6 antag: 5; CHOP UPR activ: 1.2; 697 NFkB inh: -17; Mdm2 MdmX PPI: 16; Gli-Sufu block: 14; UPR XBP1 act: -7; EBI2 antag: 1; CXCR6 block: 3; Jurkat NFkB inh: 11

How did Cc1cc(C)c(NC(=O)CN(C)CC(=O)N(C)CC(=O)Nc2c(Cl)cccc2Cl)c(C)c1 do in these assays?
CCR6 antag: 2; CHOP UPR activ: -1.9; 697 NFkB inh: 12; Mdm2 MdmX PPI: -15; Gli-Sufu block: 14; UPR XBP1 act: -1; EBI2 antag: -2; CXCR6 block: 8; Jurkat NFkB inh: -11

Results for Cc1sc2ncnc(Sc3nnnn3-c3ccccc3)c2c1C ?
CCR6 antag: 8; CHOP UPR activ: 7.5; 697 NFkB inh: -32; Mdm2 MdmX PPI: 88*; Gli-Sufu block: 13; UPR XBP1 act: -6; EBI2 antag: -55; CXCR6 block: 0; Jurkat NFkB inh: 2

How did Nc1nc(NCc2c(F)cccc2Cl)nn1-c1ccccc1 do in these assays?
CCR6 antag: 13; CHOP UPR activ: 3.1; 697 NFkB inh: 7; Mdm2 MdmX PPI: 3; Gli-Sufu block: -11; UPR XBP1 act: 2; EBI2 antag: 8; CXCR6 block: -4; Jurkat NFkB inh: 5

What do the screens show for `Nc1nc2ccc(C(=O)NCCOC(=O)C3CCCCC3)cc2s1`?
CCR6 antag: -7; CHOP UPR activ: 1.6; 697 NFkB inh: 11; Mdm2 MdmX PPI: 1; Gli-Sufu block: -19; UPR XBP1 act: -2; EBI2 antag: 0; CXCR6 block: -3; Jurkat NFkB inh: -1

How did NNc1nc2cccnc2n(CCNc2ncc(C(F)(F)F)cc2Cl)c1=O do in these assays?
CCR6 antag: 18; CHOP UPR activ: -0.4; 697 NFkB inh: -10; Mdm2 MdmX PPI: 12; Gli-Sufu block: -5; UPR XBP1 act: 0; EBI2 antag: 7; CXCR6 block: -4; Jurkat NFkB inh: 10

Results for CC(NS(=O)(=O)c1ccc(Cl)cc1)C(=O)N1CCOCC1 (configuration not stated) ?
CCR6 antag: 0; CHOP UPR activ: 2.7; 697 NFkB inh: 5; Mdm2 MdmX PPI: 10; Gli-Sufu block: -16; UPR XBP1 act: -1; EBI2 antag: -7; CXCR6 block: 5; Jurkat NFkB inh: -5

Results for Cc1ccc(Cc2c(C)nc3nc(SCC(=O)NCCCN4CCCCC4)nn3c2C)cc1 ?
CCR6 antag: 2; CHOP UPR activ: 0.3; 697 NFkB inh: -18; Mdm2 MdmX PPI: 10; Gli-Sufu block: 25; UPR XBP1 act: -5; EBI2 antag: -19; CXCR6 block: 4; Jurkat NFkB inh: -7
